Wnt act = activators of Wnt/beta-catenin signaling; Wnt/beta-catenin reporter cell assay, activator, plate reader; activation, % at 9.35 µM; actives 1.2% (n = 300,000); AID 743398; in the data active means activation above about 30%, passing the limit was not always enough;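 further: 0% = neutral control wells and 100% = positive control wells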
V-ATPase pH = yeast V-ATPase proton transport regulation by pHLuorin; S. cerevisiae, pHLuorin cytosolic pH fluorescence; response, % at 10 µM; actives 0.37% (n = 350,000); in the data active means response mostly above about 7.3%, no sharp cut-off; inactive means mostly below about 5.4%; further: actives read high; inactives centre near 0; some compounds called inactive have numbers as strong as hits; reference of the scale not given here
NSD2 inh = blocks human histone methyltransferase NSD2. O96028. NSD2 peptide methylation, AlphaScreen, 120 min. inhibition, % at 12.5 µM. actives 0.54% (n = 310,000); in the data active means inhibition above about 50%
Target sequence (O96028 whole entry, looked up): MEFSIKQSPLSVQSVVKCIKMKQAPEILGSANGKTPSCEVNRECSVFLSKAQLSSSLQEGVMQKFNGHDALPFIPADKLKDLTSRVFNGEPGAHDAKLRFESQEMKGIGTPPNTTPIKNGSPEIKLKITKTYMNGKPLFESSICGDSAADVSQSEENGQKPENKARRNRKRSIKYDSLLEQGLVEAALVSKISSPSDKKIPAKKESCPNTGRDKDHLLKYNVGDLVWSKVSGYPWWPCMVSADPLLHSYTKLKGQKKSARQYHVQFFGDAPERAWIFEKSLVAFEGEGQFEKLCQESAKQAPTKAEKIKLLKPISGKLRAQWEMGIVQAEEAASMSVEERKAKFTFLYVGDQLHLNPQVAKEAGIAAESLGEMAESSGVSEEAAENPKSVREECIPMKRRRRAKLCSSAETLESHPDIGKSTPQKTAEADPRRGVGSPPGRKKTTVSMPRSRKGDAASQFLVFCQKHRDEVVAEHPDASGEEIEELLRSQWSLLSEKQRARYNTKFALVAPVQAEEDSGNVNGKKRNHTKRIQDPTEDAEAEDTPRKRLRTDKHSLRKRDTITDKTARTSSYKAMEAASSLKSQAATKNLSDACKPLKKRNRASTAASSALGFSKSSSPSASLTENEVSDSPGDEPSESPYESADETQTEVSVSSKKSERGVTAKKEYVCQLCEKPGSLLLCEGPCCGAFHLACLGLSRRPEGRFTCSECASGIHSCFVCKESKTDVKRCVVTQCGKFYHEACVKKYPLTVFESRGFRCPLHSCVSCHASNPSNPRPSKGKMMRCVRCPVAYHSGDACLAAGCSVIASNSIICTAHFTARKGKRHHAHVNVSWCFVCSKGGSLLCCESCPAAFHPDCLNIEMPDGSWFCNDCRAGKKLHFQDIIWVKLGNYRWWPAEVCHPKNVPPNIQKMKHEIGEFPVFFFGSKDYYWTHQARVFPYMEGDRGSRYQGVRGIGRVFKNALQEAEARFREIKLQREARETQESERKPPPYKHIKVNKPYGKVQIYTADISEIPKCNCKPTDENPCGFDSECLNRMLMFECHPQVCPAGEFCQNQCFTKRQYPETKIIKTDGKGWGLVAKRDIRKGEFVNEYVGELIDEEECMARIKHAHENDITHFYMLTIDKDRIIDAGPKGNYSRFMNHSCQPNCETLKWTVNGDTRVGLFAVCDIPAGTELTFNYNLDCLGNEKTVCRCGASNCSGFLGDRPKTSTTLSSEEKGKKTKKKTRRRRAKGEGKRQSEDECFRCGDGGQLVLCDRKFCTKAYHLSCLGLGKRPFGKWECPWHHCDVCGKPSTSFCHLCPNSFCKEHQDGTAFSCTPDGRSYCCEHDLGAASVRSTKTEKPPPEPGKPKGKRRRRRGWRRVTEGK
Active calls of the source: *.

1. Cc1cc(N2C(=O)C(O)=C(C(=O)c3ccc(C)o3)C2c2cccc(Cl)c2)no1 (centres undefined)
2. Cc1cc(C)n2nc(SCC(=O)NC3(C#N)CCCCC3)nc2n1
3. O=C(NC1CCOC1=O)OCc1ccccc1 (centres undefined)
4. COc1ccc(CC(=O)OCC(=O)N2c3ccccc3CC2C)cc1OC (centres undefined)
5. O=C(CCC1CCN(Cc2nccs2)CC1)Nc1ccccc1
6. O=C1COC(c2ccccc2O)=NN1CCCl
7. O=C(CCN1C(=O)c2ccccc2C1=O)C1=NN[C@@H]2C(=O)N(c3ccc4c(c3)OCO4)C(=O)[C@H]12
8. O=C1CC[C@@H](C(=O)N2CSC[C@@H]2C(=O)Nc2ccc(C(F)(F)F)cc2)N1
9. ON=C(c1ccccc1)c1ccc2c3c(cccc13)CC2
10. O=[N+]([O-])c1ccc(NN=C(C2CC2)C2CC2)c([N+](=O)[O-])c1
Screen / compound no.,1,2,3,4,5,6,7,8,9,10
Wnt act,-4,-8,20,0,-1,-4,-2,-1,-4,-4
V-ATPase pH,-1,0,1,0,0,0,0,-1,0,-1
NSD2 inh,2,0,30,0,0,0,0,-4,13,1

11. CC(=O)c1c(C)nc(Nc2nc3ccccc3s2)nc1C
12. Cc1cccc(NC(=O)CN2CCN(C(=O)c3cc(C4CC4)nn3-c3ccccc3)CC2)c1C
13. COC(=O)c1cccc(NC(=O)CCN2C(=O)NC(C)(C)C2=O)c1
14. CCOc1ccccc1NC(=O)C1CCCN(S(=O)(=O)c2ccc3c(c2)CCCN3C(C)=O)C1 (centres undefined)
15. O=C1OCC/C1=C\NCCCCCCCCN/C=C1\CCOC1=O
16. CCOCCCn1c(SCC(=O)NC2CCCCC2)nc2ccccc2c1=O
17. Sc1ccccc1N=Cc1cccs1
18. CCc1cc(C(=O)c2ccc(OC)cc2)c(NC(=O)CCC(=O)O)s1
19. Cn1cnc([N+](=O)[O-])c1NCc1ccccc1
20. O=S(=O)(CCN1CCN(c2ccccc2O)CC1)c1ccc(Cl)cc1
Screen / compound no.,11,12,13,14,15,16,17,18,19,20
Wnt act,38*,-3,-1,-2,-5,-5,2,1,1,-6
V-ATPase pH,-2,-2,1,8,-3,2,0,2,0,0
NSD2 inh,14,-1,0,0,20,1,-2,0,-2,3

21. CC1(C)Cc2nc(-c3ccccc3)nc(SCC(O)CO)c2CO1 (centres undefined)
22. CS(=O)CC(O)(c1ccc(F)cc1)C1CC1 (centres undefined)
23. CC1S/C(=N/N=C/c2ccco2)N(Cc2ccccc2)C1=O (centres undefined)
24. Cc1cccc(NC(=O)c2ccco2)c1C(=O)O
25. COc1ccccc1NS(=O)(=O)c1cccc(NS(=O)(=O)c2cc(C(=O)O)ccc2Cl)c1
26. C=CCN(Cc1ccc(Br)s1)C(=O)c1ccc(OCc2c(C)noc2C)cc1
27. O=C(CCCN1CCN(c2ccccc2)CC1)c1ccc(F)cc1
28. Cc1ccc(C(=O)Nc2ccc3nc(C)sc3c2)o1
29. O=C(CS(=O)(=O)c1ccc(Cl)cc1)Nc1nccs1
30. CC(=NCc1ccccc1)c1ccccc1O
Screen / compound no.,21,22,23,24,25,26,27,28,29,30
Wnt act,2,-3,-1,0,-2,-1,-3,4,0,1
V-ATPase pH,1,1,-3,2,2,4,1,-3,-3,3
NSD2 inh,31,-8,-3,32,4,1,3,3,0,0

31. CN(C)CC(c1ccccc1)c1ccccc1
32. COc1cc(/C=C/C(=O)O)cc(S(=O)(=O)Nc2cc(S(=O)(=O)N3CCCCC3)ccc2Cl)c1OC
33. c1ccc(N2CCN(Cc3ccc4c(c3)OCO4)CC2)nc1
34. Cc1ccc2nc(Cl)c(-c3ccccc3)cc2c1
35. O=c1[nH]nc(-c2ccc[nH]2)[nH]1
36. CCc1ccccc1NC(=O)CNC(=O)CCC(=O)c1cc(C)sc1C
37. Cc1cccn2c(=O)c(C=O)c(N3CCC4(CC3)OCCO4)nc12
38. COc1ccc(CN2C(=O)C(C)S/C2=N/N=C/c2ccco2)cc1 (centres undefined)
39. O=C1CC(c2ccccc2)NC(=S)N1 (centres undefined)
40. O=C(c1ccc2ccccc2c1O)N1CCCCC1
Screen / compound no.,31,32,33,34,35,36,37,38,39,40
Wnt act,0,1,18,5,-4,0,2,40*,1,-4
V-ATPase pH,0,-2,2,2,-2,1,-4,-3,-1,3
NSD2 inh,3,6,1,-6,2,1,-1,1,-1,3

41. N#Cc1ccc(C(S(=O)(=O)Cc2ccccc2)S(=O)(=O)Cc2ccccc2)cc1
42. Cc1ccc(S(=O)(=O)N(C)CC(=O)N(C)Cc2cccs2)cc1
43. Nc1nnnn1/N=C/c1ccccc1Cl
44. COc1ccc(CCNC(=O)/C(C#N)=C2\N=C(NC(=O)c3ccco3)c3ccccc32)cc1
45. CCc1ccc(CNC(=O)C2CCN(S(=O)(=O)N3CCCCC3)CC2)cc1
46. CCN(CC(=O)Nc1cc(Cl)ccc1C)CC(=O)NC1CC1
47. Cc1ccccc1NS(=O)(=O)c1ccc(C(=O)NCc2ccccc2CN2CCCC2)cc1
48. COc1ccccc1/C=C/C=N/n1c(-c2ccc(Cl)cc2)n[nH]c1=S
49. COc1ccc(C)cc1/C=C/C(=O)N1CCN(S(=O)(=O)c2cccs2)CC1
50. CCOC(=O)c1c(C)cc2c(CO)n[nH]c(=O)c2c1C
Screen / compound no.,41,42,43,44,45,46,47,48,49,50
Wnt act,0,1,6,0,1,-5,-4,0,0,-7
V-ATPase pH,3,-1,0,0,-1,0,-2,-3,0,4
NSD2 inh,0,-1,-2,-1,14,-1,0,7,-2,-2

51. COc1cc(/C=C2\SC(=Nc3cccnc3)NC2=O)cc(OC)c1OC
52. C=CCOc1ccc(C2=NO[C@@H]3[C@@H]4C[C@@H]([C@H]5C(=O)N(C)C(=O)[C@@H]45)[C@H]23)cc1
53. ClCC1=Nc2ccccc2Cc2ccccc21
54. CC1(C)CC(NC(=O)c2ccc(F)cc2)CC(C)(C)N1
55. C/C(=N\NC(N)=S)C1(C)CC2(CC(C)(C)OC2=O)C(=O)O1 (centres undefined)
56. COc1cc(NC(=O)C2CCN(S(=O)(=O)c3cccs3)CC2)c(C(=O)O)cc1OC
57. Nc1nnnn1/N=C/c1cc(Br)ccc1O
58. Nc1cccc(OCCCCCOc2cccc(N)c2)c1
59. COC(=O)c1cc(S(=O)(=O)N(C)C2CCCCC2)oc1C
60. COCCNC(=S)Nc1ccc(N2CCOCC2)c(S(=O)(=O)Nc2ccc(Cl)cc2)c1
Screen / compound no.,51,52,53,54,55,56,57,58,59,60
Wnt act,4,-3,-1,1,6,-1,-1,15,-1,-1
V-ATPase pH,-2,-4,2,-2,0,2,9,-2,5,7
NSD2 inh,-1,0,1,0,0,1,-6,-1,2,-1

19 entries from above, as tab-separated lines.
entry	Compound	Wnt act	V-ATPase pH	NSD2 inh
42	Cc1ccc(S(=O)(=O)N(C)CC(=O)N(C)Cc2cccs2)cc1	1	-1	-1
43	Nc1nnnn1/N=C/c1ccccc1Cl	6	0	-2
44	COc1ccc(CCNC(=O)/C(C#N)=C2\N=C(NC(=O)c3ccco3)c3ccccc32)cc1	0	0	-1
45	CCc1ccc(CNC(=O)C2CCN(S(=O)(=O)N3CCCCC3)CC2)cc1	1	-1	14
46	CCN(CC(=O)Nc1cc(Cl)ccc1C)CC(=O)NC1CC1	-5	0	-1
47	Cc1ccccc1NS(=O)(=O)c1ccc(C(=O)NCc2ccccc2CN2CCCC2)cc1	-4	-2	0
48	COc1ccccc1/C=C/C=N/n1c(-c2ccc(Cl)cc2)n[nH]c1=S	0	-3	7
49	COc1ccc(C)cc1/C=C/C(=O)N1CCN(S(=O)(=O)c2cccs2)CC1	0	0	-2
50	CCOC(=O)c1c(C)cc2c(CO)n[nH]c(=O)c2c1C	-7	4	-2
51	COc1cc(/C=C2\SC(=Nc3cccnc3)NC2=O)cc(OC)c1OC	4	-2	-1
52	C=CCOc1ccc(C2=NO[C@@H]3[C@@H]4C[C@@H]([C@H]5C(=O)N(C)C(=O)[C@@H]45)[C@H]23)cc1	-3	-4	0
53	ClCC1=Nc2ccccc2Cc2ccccc21	-1	2	1
54	CC1(C)CC(NC(=O)c2ccc(F)cc2)CC(C)(C)N1	1	-2	0
55	C/C(=N\NC(N)=S)C1(C)CC2(CC(C)(C)OC2=O)C(=O)O1 (centres undefined)	6	0	0
56	COc1cc(NC(=O)C2CCN(S(=O)(=O)c3cccs3)CC2)c(C(=O)O)cc1OC	-1	2	1
57	Nc1nnnn1/N=C/c1cc(Br)ccc1O	-1	9	-6
58	Nc1cccc(OCCCCCOc2cccc(N)c2)c1	15	-2	-1
59	COC(=O)c1cc(S(=O)(=O)N(C)C2CCCCC2)oc1C	-1	5	2
60	COCCNC(=S)Nc1ccc(N2CCOCC2)c(S(=O)(=O)Nc2ccc(Cl)cc2)c1	-1	7	-1

Some of these compounds in order of SMILES length, smallest number first.
40. O=C(c1ccc2ccccc2c1O)N1CCCCC1
21. CC1(C)Cc2nc(-c3ccccc3)nc(SCC(O)CO)c2CO1 (centres undefined)
49. COc1ccc(C)cc1/C=C/C(=O)N1CCN(S(=O)(=O)c2cccs2)CC1
Screen / compound no.,40,21,49
Wnt act,-4,2,0
V-ATPase pH,3,1,0
NSD2 inh,3,31,-2

Later entries
61. COc1cc(NC(=O)CCn2c(=S)[nH]c3ccccc3c2=O)cc(OC)c1OC
62. COC(=O)c1c(NC(=O)c2ccccc2C(=O)O)sc2c1CCCC2
63. O=C(CCc1nc2ccccc2c(=O)[nH]1)Nc1ccccc1N1CCCCC1
64. NC(=O)C1CCN(C(=O)c2ccc(Cl)c(NC(=O)c3cccs3)c2)CC1
65. Cc1ccc2c(c1)=N/C(=N\c1[nH]c(O)c3ccccc13)N=2
66. COc1ccc(C2CCCCCN2C(=O)C2CCN(S(=O)(=O)c3ccc(C)cc3)CC2)cc1 (centres undefined)
67. O=C(CSc1nnc(-c2ccccc2F)n1C1CC1)N1CCCC1
68. CCn1c(C)nnc1SCC(=O)Nc1ccc(OC)cc1
69. O=C(Nc1ccc(Cl)cc1)N1N=CCC1c1ccccc1 (centres undefined)
70. Cc1n[nH]c2ccc(Br)cc2c1=O
Screen / compound no.,61,62,63,64,65,66,67,68,69,70
Wnt act,-1,0,-6,-1,5,7,0,1,8,-4
V-ATPase pH,1,-1,4,3,-31,-1,1,-1,-1,-1
NSD2 inh,0,-2,0,2,1,4,4,4,-1,0

71. O=C(COc1ccc(F)c(Cl)c1)NC(=O)NC1CCCC1
72. CCc1nnc(NC(=O)c2cccc(S(=O)(=O)N3CCN(C)CC3)c2)s1
73. COc1ccc(NC(=S)N(CCc2ccncc2)C(C)C)cc1Cl
74. COc1ccc(-c2csc(NC(=O)CCNC(=O)c3ccco3)n2)cc1
75. COc1ccc(OC)c(NCCN2C(=O)c3ccccc3C2=O)c1
76. CCOc1ccc(/C=N/NC(=O)c2ccc3nc[nH]c3c2)cc1OC
77. Cn1nnnc1SCCNC(=O)C1CCC(=O)N(Cc2cccc(C(F)(F)F)c2)C1 (centres undefined)
78. CCNC(=O)CC1C(=O)N(CC)C(=S)N1NC(=O)c1ccccc1 (centres undefined)
79. CN(CCOc1ccccc1)C(=O)c1cc(S(=O)(=O)N2CCOCC2)c(Cl)cc1Cl
80. COc1cc(/C=C2\C(=O)N(c3cccc(C(=O)O)c3)N=C2C)ccc1OCc1ccccc1
Screen / compound no.,71,72,73,74,75,76,77,78,79,80
Wnt act,-2,-1,0,1,0,-5,0,-3,-4,11
V-ATPase pH,-1,1,0,-1,0,0,-4,1,-2,-1
NSD2 inh,-2,5,2,0,6,-5,-2,-3,0,19

81. CCn1nnnc1-c1ccc(OC)c(S(=O)(=O)Nc2ccccc2OC)c1
82. CNC(=O)c1ccc(CN(C)C(=O)c2cccc(S(=O)(=O)N3CCc4ccccc4C3)c2)cc1
83. CCn1c2ccccc2c2cc(NC(=O)c3ccc(=O)oc3)ccc21
84. Cc1ccc(OCC(=O)Nc2ccc(S(=O)(=O)NC3=NCCCCC3)cc2)cc1
85. COc1ccc(N/C(N)=N/c2nc(C)cc(C)n2)cc1
86. COc1ccc(C(=O)OCC(=O)c2ccco2)cc1[N+](=O)[O-]
87. CC(C)NC(=O)C1CCN(Cc2cccc(OCc3ccccc3)c2)CC1
88. O=c1c2ccccc2nnn1-c1ccccc1[N+](=O)[O-]
89. COc1cc(C(=O)N2CCOC23CCN(Cc2ccccc2)CC3)cc(OC)c1OC
90. Cc1ncc(C)c2c([N+](=O)[O-])cccc12
91. C=CCC(Nc1ccccc1)c1cccc(OC)c1OC (centres undefined)
Screen / compound no.,81,82,83,84,85,86,87,88,89,90,91
Wnt act,0,1,4,4,-4,-5,-2,-6,-3,1,-6
V-ATPase pH,-4,1,-3,1,0,1,0,2,2,-1,1
NSD2 inh,0,0,-1,-1,-1,3,8,2,0,-2,22

Screening results from PubChem BioAssay.

The list is partial (hit frequency here may not be typical).
